Compound activity from PubChem.
UBC9 SUMO inh: inhibitors of in vitro SUMOylation cascade, primary screen, biochemical, HTRF, uHTS. SUMO-conjugating enzyme UBC9 (Homo sapiens), P63279. HTRF SUMOylation assay, SAE1/SAE2 + UBC9. inhibition, % at 35 µM. hit rate 0.36% among 290,000. AID 2006, 2009; in the data active = inhibition above about 50%, passing the limit was not always enough; also: strong numbers were not always called active
Target sequence (P63279 whole entry, looked up): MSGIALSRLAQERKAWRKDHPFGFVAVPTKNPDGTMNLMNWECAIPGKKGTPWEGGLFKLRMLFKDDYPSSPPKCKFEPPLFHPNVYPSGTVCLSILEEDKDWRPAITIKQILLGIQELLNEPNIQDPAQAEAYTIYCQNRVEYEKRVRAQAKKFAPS
MEKK3 PB1 HTS: modulators of MEKK3-MEK5 PB1 binding, primary screen, biochemical, wildtype MEKK3, multiplex bead flow cytometry, Alexa488-MEK5 | Mitogen-activated protein kinase kinase kinase 3 (Homo sapiens), Q99759 | AID 1529, 2009 | bead-based flow cytometry, Alexa488-MEK5 binding to MEKK3; actives lie on both sides; 0 = blocked by unlabeled MEK5, 100 = vehicle | binding response (% of control), % at 10 µM | hit rate 1.4% among 290,000;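 active = binding response more than 3 SD above or below the average of its plate-row segment, actives on both sides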;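 also: Alexa488 bead fluorescence after subtracting the streptavidin-only scavenger bead signal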
Target sequence (Q99759 whole entry, looked up): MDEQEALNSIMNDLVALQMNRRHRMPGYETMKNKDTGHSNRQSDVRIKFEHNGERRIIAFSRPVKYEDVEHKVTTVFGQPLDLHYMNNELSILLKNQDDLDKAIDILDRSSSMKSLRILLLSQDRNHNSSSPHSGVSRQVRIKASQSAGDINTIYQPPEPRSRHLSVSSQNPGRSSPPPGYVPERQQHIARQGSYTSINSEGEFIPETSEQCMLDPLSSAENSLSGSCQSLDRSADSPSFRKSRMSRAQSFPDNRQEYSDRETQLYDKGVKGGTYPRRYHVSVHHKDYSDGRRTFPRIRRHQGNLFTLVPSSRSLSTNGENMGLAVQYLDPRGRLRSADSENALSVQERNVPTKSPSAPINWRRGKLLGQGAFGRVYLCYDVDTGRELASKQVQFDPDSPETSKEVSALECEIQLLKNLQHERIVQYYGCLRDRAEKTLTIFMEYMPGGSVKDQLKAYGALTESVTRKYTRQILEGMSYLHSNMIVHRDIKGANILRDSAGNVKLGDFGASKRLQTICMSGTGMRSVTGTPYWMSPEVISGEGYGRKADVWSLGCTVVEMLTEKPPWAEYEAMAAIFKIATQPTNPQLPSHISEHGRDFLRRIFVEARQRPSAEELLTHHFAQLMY
MEKK2mut PB1 HTS: MEK5 binding signal on mutant MEKK2 PB1, primary screen, biochemical, multiplex bead flow cytometry, Alexa488-MEK5. hit rate 0.35% among 290,000. Alexa488-MEK5 binding to MEKK2 mutant. percent response, % at 10 µM. AID 1530, 2009; in the data active = percent response above about 24%, passing the limit was not always enough; also: inactives centre near 1; some results filed as inactive read as strong as hits
CRFBP-R2 block: antagonists of CRF-BP/CRF-R2 complex, primary screen, cell-based, HEK293, calcium dye fluorescence, uHTS; CRF-induced calcium fluorescence; inhibition, % at 11.8 µM; hit rate 0.59% among 350,000; AID 588475, 2011;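 active = inhibition of the ligand-induced calcium signal above about 50% at the single tested concentration, limit read from the data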
NS3 helicase inh: inhibitors of HCV NS3 helicase, primary screen, biochemical, Cy5 molecular beacon fluorescence. NS3 helicase DNA unwinding. inhibition, % at 10.9 µM. hit rate 0.56% among 290,000. AID 1800, 2009;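 active = inhibition above the mean of all tested compounds plus 3 SD, set per campaign, cut at about 35% in these data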;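 also: 0% = DMSO wells and 100% = thioflavine S control wells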
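System: HCV NS3 helicase fragment; control set: DMSO and thioflavine S; technique: Cy5 fluorescence at 0 and 60 min, beacon hairpin quenching; reagent: beacon DNA duplex substrate plus ATP; replicates: singlicate; schedule: 1 h reaction at 25 °C, ATP-initiated; medium: MOPS buffer pH 6.5 with MgCl2, DTT, Tween20, BSA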
MEKK2wt PB1 HTS: modulators of MEK5 binding to wildtype MEKK2, primary screen, biochemical, multiplex bead flow cytometry, Alexa488-MEK5; binding response (% of control), % at 10 µM; hit rate 1.1% among 290,000; Mitogen-activated protein kinase kinase kinase 2 (Homo sapiens), Q9Y2U5; AID 1531, 2009; Alexa488-MEK5 binding to MEKK2 WT; actives lie on both sides; in the data active = binding response below about 67% or above about 130%
CRFBP-R2 agonist: agonists of CRF-BP/CRF-R2 complex, primary screen, cell-based, HEK293, calcium dye fluorescence, uHTS; calcium dye fluorescence (FLIPR); percent of saturating CRF peptide response; CRF-binding protein / CRF receptor 2 complex (human); AID 588473, 2011; activation, % at 13.2 µM; hit rate 0.46% among 350,000;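 active = activation of at least 50%, plus an integration ratio under a set limit after plate pattern correction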;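 also: plate controls were neutral control wells without compound for no effect and CRF at EC100 for full effect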
DNA FID counter: compounds displacing fluorescent DNA intercalator, primary screen, artefact control for HCV NS3 helicase inhibitor project, biochemical, FID fluorescence | inhibition, % at 7.9 µM | hit rate 0.17% among 290,000 | DNA fluorescent intercalator displacement; in the data active = inhibition above about 37%;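 also: 0% = vehicle and 100% = reference compound; higher means more ethidium bromide displaced from hairpin DNA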
GalR3 antag: GalR3 antagonists in HEK293 cells, primary screen, cell-based, fluorescence readout | Galanin receptor type 3 (Homo sapiens), O60755 | HEK293 GalR3-CNG cAMP membrane potential fluorescence; galR3 body fused to GalR1 C-terminus | inhibition, % at 3 µM | hit rate 0.44% among 360,000 | AID 651719, 2012;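 active = inhibition above the screen-wide average plus 3 SD, cut at about 13% in these data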;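 also: forskolin and galanin both at EC90 stimulate the cells; cAMP rise reported by CNG channel membrane potential dye signal; 0% = forskolin plus galanin with DMSO and 100% = forskolin alone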
Target sequence (O60755 1-299 limits assumed): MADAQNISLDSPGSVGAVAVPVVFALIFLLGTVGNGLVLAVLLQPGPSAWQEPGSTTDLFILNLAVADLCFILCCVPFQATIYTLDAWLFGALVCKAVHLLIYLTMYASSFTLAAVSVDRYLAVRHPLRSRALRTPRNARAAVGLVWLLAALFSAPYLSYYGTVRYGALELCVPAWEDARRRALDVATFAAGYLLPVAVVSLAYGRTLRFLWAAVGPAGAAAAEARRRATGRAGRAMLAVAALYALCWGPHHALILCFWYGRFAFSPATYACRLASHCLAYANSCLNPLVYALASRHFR
Starred values were filed as active, the others as inactive; · = no result given; & = joins results of further samples. A portion of the library, so the mix of outcomes need not match the whole.

SMILES | UBC9 SUMO inh | MEKK3 PB1 HTS | MEKK2mut PB1 HTS | CRFBP-R2 block | NS3 helicase inh | MEKK2wt PB1 HTS | CRFBP-R2 agonist | DNA FID counter | GalR3 antag
CC1CCN(C(c2nnnn2CCc2ccccc2)C(C)C)CC1 (centres undefined) | -2 | 103 | 4 | -10 | 0 | 111 | -3.7 | -7 | -5
Cc1ccccc1NCCC(=O)Nc1ccc(Cl)cc1 | -22 | 101 | -2 | 8 | -11 | 100 | 0.2 | -2 | -6
Cc1ccc(-c2cc(C(F)(F)F)nn2-c2ccc(S(N)(=O)=O)cc2)cc1 | -17 | 100 | 6 | 6 | -7 | 104 | -1.6 | -20 | -1
Cc1cc(C(=O)COC(=O)C2=NNC(=O)CC2)c(C)n1-c1ccccc1 | 20 | 99 | 4 | 16 | 5 | 101 | 0.3 | -17 | -5
CCOc1ccccc1C1N(c2ccc(OC)cc2)C(=O)C2CCCN21 (centres undefined) | 12 | 99 | 2 | 6 | -8 | 100 | 0.2 | -3 | 3
Oc1cccc(/C=N/N=C/c2cccc(O)c2O)c1O | 7 | 107 | 6 | -28 | -9 | 100 | 1.3 | -1 | 0
O=C(NCCc1c[nH]c2ccccc12)c1cnc2sccn2c1=O | -5 | 101 | 14 | 1 | -1 | 103 | -2.0 | -6 | 0
COc1ccc(OC)c(C(=O)NC(CC(N)=O)c2ccc(NCCOc3ccccc3)c([N+](=O)[O-])c2)c1 (centres undefined) | 11 | 102 | -5 | -8 | -10 | 95 | 1.3 | -8 | -9
CCCCNC(=O)CSc1nccn1Cc1ccccc1 | 31 | 98 | 5 | 3 | 2 | 104 | -1.7 | -8 | -3
Cc1ccc(C(=O)Nc2ccc(N3CCN(C(=O)c4ccco4)CC3)cc2)c(Cl)c1 | 10 | 102 | -2 | 3 | 6 | 101 | -0.4 | -31 | -8
CNc1nc(-c2ccc3c(c2)CCN3C(=O)CC(C)(C)C)c(C)s1 | -10 | 95 | -11 | -4 | -5 | 84 | -3.8 | -15 | -6
O=C(NCc1ccc(F)cc1)c1ccc2c(=O)n3c(nc2c1)CCCCC3 | -8 | 97 | -1 | 13 | 15 | 99 | -1.2 | -25 | 5
O=C(CN(CCc1ccccc1)C(=O)CNS(=O)(=O)c1ccc(F)cc1)NCC1CCCO1 (centres undefined) | 2 | 104 | 10 | -46 | 3 | 104 | -3.0 | -20 | 5
CCOC(=O)c1ccc(NC(=O)c2nc[nH]c2C(=O)NCC(=O)OC(C)(C)C)cc1 | 3 | 91 | 4 | -4 | · | 85 | 2.8 | · | -5
CC(=O)Nc1cc(C(=O)O)ccc1S(=O)(=O)c1ccc(C)cc1 | -18 | 103 | 7 | 14 | 0 | 110 | -0.7 | -1 | -5
Cc1c(C(=O)Nc2nc3ccccc3[nH]2)oc2ccc(Br)cc12 | -36 | 97 | 8 | -25 | 0 | 102 | 1.2 | 4 | -3
O=C(COC(=O)c1ccccn1)Nc1ccc2c(c1)OCO2 | 9 | 90 | -12 | 11 | 2 | 92 | 0.4 | 0 | -3
O=C(O)c1ccccc1C(=O)c1ccc(-c2ccccc2)cc1 | 18 | 101 | 2 | 14 | 42* | 99 | -1.5 | -25 | -11
Cc1[nH]c(=O)c(C#N)c(C)c1CCC(=O)Nc1cc(S(C)(=O)=O)ccc1Cl | 20 | 99 | 10 | -5 | -7 | 101 | 3.1 | -8 | -10
COc1cc(/C=N/n2cnnc2)ccc1OCc1ccc(C)cc1 | 3 | 103 | 4 | -12 | 3 | 105 | -0.4 | -11 | 59*
c1ccc(-n2nnnc2SCc2cccc(CSc3nnnn3-c3ccccc3)n2)cc1 | 3 | 97 | 5 | 2 | -9 | 96 | 3.4 | -11 | -1
COc1ccc(/C=C2\C(=O)ON=C2c2ccccc2)cc1 | 14 | 103 | 4 | -26 | 4 | 100 | 3.6 | 0 | -10
COc1ccc(Cc2nnc(NC(=O)C3CCN(C(=O)c4ccco4)CC3)s2)cc1 | 5 | 97 | -1 | -2 | 10 | 93 | -1.4 | -50 | -8
CCc1c(C)sc(NC(=S)N2CC(C)OC(C)C2)c1C(=O)OC (centres undefined) | -15 | 104 | 5 | -9 | 5 | 107 | 1.0 | -2 | -6
Cc1ccccc1-n1c(=O)cc(N2CCN(C(=O)c3ccco3)CC2)[nH]c1=O | 23 | 100 | 5 | 12 | 10 | 104 | -5.9 | -5 | ·

Sorted by the number under CRFBP-R2 agonist (largest number first): some entries from above.
mol,CRFBP-R2 agonist
O=C(COC(=O)c1ccccn1)Nc1ccc2c(c1)OCO2,0.4
CC1CCN(C(c2nnnn2CCc2ccccc2)C(C)C)CC1 (centres undefined),-3.7
CNc1nc(-c2ccc3c(c2)CCN3C(=O)CC(C)(C)C)c(C)s1,-3.8

(continued)
SMILES | UBC9 SUMO inh | MEKK3 PB1 HTS | MEKK2mut PB1 HTS | CRFBP-R2 block | NS3 helicase inh | MEKK2wt PB1 HTS | CRFBP-R2 agonist | DNA FID counter | GalR3 antag
CC(NC(=O)Cc1ccccc1)c1ccc(F)cc1 (centres undefined) | 21 | 98 | -1 | 4 | -8 | 114 | 0.3 | 2 | 1
Cc1cccc(OCC(=O)Nc2ccc(N3CCN(S(C)(=O)=O)CC3)cc2)c1C | 20 | 91 | -1 | 11 | 4 | 93 | -0.8 | -3 | -2
O=C(c1cc2nc(-c3ccccc3)cc(-c3ccccc3)n2n1)N1CCN(C(=O)c2ccco2)CC1 | 22 | 97 | 15 | 55* | 1 | 96 | 0.4 | -11 | -3
C=C1CCN([C@@H](C)C(=O)NCc2ccc(Cl)cc2)S(=O)(=O)c2ccccc21 | -26 | 85 | -6 | -8 | · | 82 | -0.6 | · | -8
O=C(CCn1c(=S)[nH]c2ccccc2c1=O)NCCCN1CCOCC1 | 31 | 101 | 2 | -3 | 5 | 103 | 4.0 | 1 | -5
CCCCNC(=S)Nc1ccc(Cl)cc1 | -2 | 105 | -1 | 22 | -36 | 97 | -0.9 | -4 | 2
CCN(CC)S(=O)(=O)c1ccc(/C=C/C(=O)Nc2ccc(Br)cc2F)cc1 | -4 | 103 | 1 | -24 | -5 | 120 | -2.8 | -11 | 59*
O=C(Cn1c(NCCO)nc2ccccc21)N1CCN(Cc2ccccc2)CC1 | 3 | 109 | -2 | -8 | 5 | 101 | 0.4 | 9 | 1
COc1ccc(C(=O)N2CCSCC2)cc1OC1CCN(C(C)=O)CC1 | -2 | 96 | 2 | 6 | 5 | 98 | -0.1 | -19 | -2
CCOC(=O)c1cnc2c(-c3ccccc3OC)c(C)nn2c1C | 8 | 100 | -1 | 5 | -8 | 101 | -0.1 | -21 | -5
O=S(=O)(Nc1ccc(Cl)cc1)c1cccc2nsnc12 | 13 | 109 | 7 | 5 | 10 | 109 | 0.8 | -10 | -9
CSCCC(=O)N(C)CC1CCN(CCc2cccc(C(F)(F)F)c2)CC1 | 7 | 102 | 5 | -1 | -1 | 109 | -1.7 | 0 | 5
Cc1nonc1OCCN1CCN(c2ccccc2[N+](=O)[O-])CC1 | -5 | 98 | -5 | 8 | -8 | 93 | -0.1 | 0 | -3
COc1ccc(NC(=O)C(=O)NCCO)cc1Cl | -4 | 106 | -1 | 16 | -9 | 109 | 0.7 | -1 | -10
CC(=O)N(C(C)=O)n1c(C)nc2sc3c(c2c1=O)CCCC3 | 1 | 101 | -2 | -11 | 7 | 100 | 1.0 | -4 | -3
Cc1ccnc(NS(=O)(=O)c2ccc(NS(C)(=O)=O)cc2)n1 | 16 | 98 | -1 | -4 | 6 | 99 | 2.5 | -3 | -5
CCOC(=O)C1CCN(C(=O)C2CCC(=O)N(CC3CCCCC3)C2)CC1 (centres undefined) | 0 | 101 | -3 | -1 | 3 | 93 | -0.1 | -39 | -1
CCC(=O)Nc1cc2[nH]c(=O)cc(C)c2cc1C | 3 | 100 | -5 | 24 | 1 | 102 | 0.4 | -3 | 0
COc1cc(C(=O)Oc2cccnc2)cc(OC)c1OC | 13 | 98 | 0 | 5 | 1 | 100 | -1.1 | -14 | -2
O=C(NCC1CCCO1)c1ccc(NC(=O)C2CC=CCC2C(=O)O)cc1 (centres undefined) | 3 | 108 | 16 | 17 | -6 | 109 | 0.5 | -1 | 2
Cc1ccnc(NC(=O)CCCOc2cc(=O)n(C)c3ccccc23)c1 | 15 | 98 | -1 | 3 | 13 | 96 | -1.9 | -21 | -8&3
COc1ccc(CCNC(=O)C2CCCN2C(=O)Nc2ccc(Cl)cc2)cc1OC (centres undefined) | 4 | 110 | 4 | -2 | 0 | 108 | 0.3 | -19 | -8
O=C(NNc1c2ccccc2nc2ccccc12)c1ccc(O)cc1O | -5 | · | · | 25 | 1 | · | -1.5 | 3 | -3
c1ccc(Nc2nc(N3CCCCC3)nc(N3CCCCC3)n2)cc1 | -6 | 105 | 3 | -5 | 0 | 106 | -1.1 | -2 | 1
Cc1ccc(C)c(NC(=S)N2CCCCC2CO)c1 (centres undefined) | -2 | 88 | -4 | 4 | 3 | 86 | -0.7 | 1 | 1

Following part:
SMILES | UBC9 SUMO inh | MEKK3 PB1 HTS | MEKK2mut PB1 HTS | CRFBP-R2 block | NS3 helicase inh | MEKK2wt PB1 HTS | CRFBP-R2 agonist | DNA FID counter | GalR3 antag
CC1(C)CC(=O)C2=C(C1)N(c1ncn[nH]1)C(N)=C(C#N)C2c1ccccc1 (centres undefined) | 3 | 137* | 0 | 12 | 1 | 109 | -1.8 | -1 | 3
CCN(Cc1ccccc1)C(=O)CSc1nc(C)cc2c1C(=O)OC2 | 11 | 96 | 2 | -8 | -1 | 95 | -2.2 | -20 | -2
CCN(CC)C(=O)CSc1nc2ccccc2c(=O)n1OC | 7 | 102 | -1 | 7 | -2 | 101 | 1.3 | -9 | -1
CC1(C)Cc2c(sc3c2c(=N)n(Cc2ccco2)c(=O)n3CC(=O)Nc2ccc(Cl)cc2)CO1 | -6 | 105 | -2 | -37 | · | 103 | 5.4 | · | 1
O=C(CC1Nc2ccccc2NC1=O)Nc1ccccc1 (centres undefined) | 9 | · | · | -28 | -3 | · | 8.3 | 2 | ·
CC(C)c1ccc(N=Cc2c(O)c3ccccc3oc2=O)cc1 | -4 | 99 | 6 | -5 | -3 | 106 | 0.2 | -17 | -9
C=C(C)CSc1nnc([C@@H]2CCCN2C(=O)OC(C)(C)C)o1 | 18 | 96 | -3 | 7 | 2 | 95 | -1.0 | -22 | -1
COc1ccc(C)c2sc(N(CCN(C)C)C(=O)c3ccc4ccccc4c3)nc12 | 12 | 105 | 24* | -27 | -88 | 145* | 3.4 | 21 | -6
NC(=S)N/N=C/c1ccc2c(c1)OCCO2 | -9 | 104 | 0 | 9 | 1 | 101 | -0.4 | -3 | -6
CC(=O)Nc1nonc1NC(=O)CSc1ccccn1 | 11 | 97 | -5 | -4 | 2 | 92 | -0.7 | -4 | -5
COc1ccc(CNC(=O)C2CCN(C(=O)N(C)C)CC2)c(OC)c1 | -1 | 96 | 2 | -6 | 6 | 95 | -0.9 | -6 | ·
